# High-throughput results from PubChem BioAssay.
# LmPK inhibitor – inhibitors of Leishmania mexicana pyruvate kinase; purified LmPK, Kinase-Glo ATP luminescence, 1 h; Potency, µM (doses to about 57.5 µM), inactives show top-dose activity change, negative = inhibition, usual class: inhibitors; actives 0.37% (n = 290,000)
# Target sequence (Q27686 whole entry, looked up): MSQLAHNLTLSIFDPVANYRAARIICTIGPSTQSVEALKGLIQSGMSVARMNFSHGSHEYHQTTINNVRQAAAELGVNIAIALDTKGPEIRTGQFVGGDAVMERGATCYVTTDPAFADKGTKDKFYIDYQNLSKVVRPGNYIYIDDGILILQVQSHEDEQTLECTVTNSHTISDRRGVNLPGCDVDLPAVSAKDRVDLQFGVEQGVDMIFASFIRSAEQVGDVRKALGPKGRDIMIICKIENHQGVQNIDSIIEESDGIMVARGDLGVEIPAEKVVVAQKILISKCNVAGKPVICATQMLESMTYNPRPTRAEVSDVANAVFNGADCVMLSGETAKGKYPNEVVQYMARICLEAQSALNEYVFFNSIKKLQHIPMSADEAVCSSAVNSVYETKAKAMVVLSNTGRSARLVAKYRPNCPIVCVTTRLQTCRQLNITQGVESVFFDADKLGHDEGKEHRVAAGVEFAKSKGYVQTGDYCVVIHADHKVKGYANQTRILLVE
#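 Pyruvate kinase activity monitored as ATP production (luciferase luminescence). Conditions: 0.1 nM enzyme, 0.5 mM PEP, 0.1 mM ADP, 1 h, RT; normalized against uninhibited and no-enzyme wells.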
# HCV inh – blocks hepatitis C virus; Huh7.5.1 HCVcc-Cre infection, luciferase reporter, 44 h; Potency, µM (doses to about 41.8 µM), for inactives: at the highest dose activity change, negative = inhibition, usual class: inhibitors; actives 3.4% (n = 340,000); AID 651820
#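 Cells seeded at 1,000/well and cultured 4 h, then compounds added followed by HCVcc-Cre virus (~0.5 moi). After 44 h further culture, luciferase substrate was added, plates held 15 min at room temperature, and luminescence read for 15 sec.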
# Pf growth 48h – inhibits P. falciparum growth in the first generation, 48 h | P. falciparum luciferase growth in erythrocytes, 48 h | Potency, µM (doses to about 28.7 µM), for the others: top-dose activity change, negative = inhibition, actives largely listed as inhibitors | actives 5.9% (n = 310,000) | AID 504832
#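 Read-out is firefly luciferase luminescence from an integrated reporter in P. falciparum, so falling signal marks reduced parasite growth. Infected erythrocytes were at 2% hematocrit and 0.1% parasitemia (final) in Albumax-supplemented RPMI 1640.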
# Tb PYK inh – T. brucei pyruvate kinase inhibition | TbPYK enzyme, Kinase-Glo Plus ATP luminescence, 45 min | Q57TT1 | actives 0.12% (n = 410,000) | Potency, µM (top dose mostly 76.8 µM), inactives show top-dose activity, negative = inhibition, hits mostly inhibitors; note: nearly all actives have a fitted effect of over 50% in size
#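 Readout: single end-point luminescence (Kinase-Glo Plus, 10 min). Reaction conditions were TbPYK/substrate plus 130 uM ADP, 45 min at RT, pH 7.2 TEA buffer. No-enzyme wells served as controls, and data were normalized before concentration-response fitting.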
# Sm TGR block – S. mansoni TGR enzyme inhibition; Q962Y6; purified TGR, DTNB reduction, TNB absorbance 405 nm; Potency, µM (doses to about 114 µM), inactives show at the highest dose activity change, negative = inhibition, most hits filed as inhibitors; actives 3% (n = 360,000); AID 485364; note: nearly all actives have a fitted effect of over 60% in size
#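 First, TGR (20 nM dispensed) and NADPH were mixed with compound. Second, a 15 min room-temperature incubation followed. Third, further NADPH and then DTNB were added to start the reaction. Finally, TNB absorbance was monitored kinetically.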
# Pf growth 96h – P. falciparum growth inhibition at 96 hour, primary screen for plastid delayed-death inhibitors; Potency, µM (series often up to 28.7 µM), inactives show top-dose activity change, negative = inhibition, usual class: inhibitors; AID 504834; actives 6.9% (n = 320,000); P. falciparum luciferase reporter growth, 96 h
#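 P. falciparum expressing integrated firefly luciferase grown in erythrocytes (2% hematocrit, 0.05% parasitemia final) with compounds for 96 hours at 37 C, 5% CO2. Growth inhibition read as loss of luminescence after adding luciferase detection reagent.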
# The depositor's hits bear a star; ? = inconclusive; . = not tested or not shown; & = joins results of further samples; [ ] = remark or other dose. Calls come from the whole dose curve; as a rule, active = well fitted curve in the direction sought with a large enough effect; inconclusive = small, poorly fitted or top-dose-only effect, or another doubt; inactive = no such curve, though single readings can be large; an effect the other way counts as inactive or inconclusive. % is set by controls: 0 for no effect and ±100 for the full control effect; potency is the fitted concentration of half-maximal effect.
# Screens by letter – A = LmPK inhibitor; B = HCV inh; C = Pf growth 48h; D = Tb PYK inh; E = Sm TGR block; F = Pf growth 96h
CCSc1nc2ccccc2n1C(=O)c1ccc(S(=O)(=O)N2CCCCCC2)cc1
  A = 1% | B = 7% | C = -8% | D = -10% | E = -4% | F = ?
CCOC(=O)c1sc(/N=C/c2c(O)n(-c3ccccc3)c(=O)[nH]c2=O)c(C#N)c1C
  A = 0% | B = 9% | C = . | D = -26% | E = 0% | F = 3%
Cc1c(C(=O)NC(C)c2ccccc2)c(-c2ccccc2)nn1-c1ccccc1 (stereo not given)
  A = -3% | B = -2% | C = 10µM* | D = 1% | E = 1% | F = ?
CCn1nnc(-c2ccc(N)cc2)n1
  A = -4% | B = 0% | C = 29% | D = -8% | E = . | F = 7%
O=c1c2ccccc2[nH]c(=S)n1-c1ccc2c(c1)OCCO2
  A = -3% | B = -1% | C = ? | D = -2% | E = 0% | F = ?
C=CCO/N=C(/C)c1ccc(Oc2cnccn2)cc1
  A = -6% | B = -6% | C = 22% | D = 3% | E = 5% | F = 41%
CCCCOCC1CN(c2ccccc2)C(=O)CS1 (stereo not given)
  A = 4% | B = -1% | C = 3% | D = 6% | E = -16% | F = .
COc1ccnc(CSC(N)=Nc2ccc(F)cc2)c1
  A = 0% | B = -11% | C = 1% | D = ? | E = 45µM* | F = 18%
COc1ccccc1OCCC(=O)OCCN1C(=O)c2ccccc2C1=O
  A = -2% | B = 12% | C = . | D = 5% | E = -24%[11.4 µM] | F = 4%[5.75 µM]
O=C1NC(c2ccc(-c3ccccc3[N+](=O)[O-])o2)C(C(=O)c2ccc(Cl)cc2)C(O)(C(F)(F)F)N1 (stereo not given)
  A = 3% | B = 4% | C = ? | D = -5% | E = -4% | F = -103%
COc1ccc(C(=O)C2CCCN(C(=O)c3cccc(N(C)C)c3)C2)cc1OC (stereo not given)
  A = 5% | B = 6% | C = ? | D = -23% | E = 0% | F = -14%
C=Cn1c(C(=O)O)ccc1-c1ccc(CC)cc1
  A = -1% | B = 18% | C = ? | D = 2% | E = -22% | F = 105%[activator]
CC(=O)c1ccc(NC(=O)C2C3CCC(C3)C2C(=O)O)cc1 (stereo not given)
  A = 0% | B = 10% | C = -5% | D = 5% | E = ? | F = 13µM*
O=c1c2c([nH]c3ccccc13)CCCC2
  A = 2% | B = -2% | C = 1.9µM* | D = -5% | E = 4% | F = 1.9µM*
Cc1c(N2C(=O)CSC2c2ccccc2)c(=O)n(-c2ccccc2)n1C (stereo not given)
  A = -1% | B = -9% | C = 19% | D = -24% | E = 5% | F = 0%

# Ordered by SMILES length (low to high): 3 of the compounds above
# Screens by letter – A = LmPK inhibitor; B = HCV inh; C = Pf growth 48h; D = Tb PYK inh; E = Sm TGR block; F = Pf growth 96h
O=c1c2c([nH]c3ccccc13)CCCC2
  A = 2% | B = -2% | C = 1.9µM* | D = -5% | E = 4% | F = 1.9µM*
C=CCO/N=C(/C)c1ccc(Oc2cnccn2)cc1
  A = -6% | B = -6% | C = 22% | D = 3% | E = 5% | F = 41%
COc1ccc(C(=O)C2CCCN(C(=O)c3cccc(N(C)C)c3)C2)cc1OC (stereo not given)
  A = 5% | B = 6% | C = ? | D = -23% | E = 0% | F = -14%

# Remaining list, next part.
# Screens by letter – A = LmPK inhibitor; B = HCV inh; C = Pf growth 48h; D = Tb PYK inh; E = Sm TGR block; F = Pf growth 96h
O=C(CSc1nc2ccc(Cl)cc2[nH]1)c1c[nH]c2ccccc12
  A = 0% | B = -20% | C = -10% | D = -3% | E = 3% | F = 14%
CCCCCCc1cc2cc(S(=O)(=O)c3ccc(F)c(Cl)c3)c(=O)oc2cc1O
  A = -2% | B = ? | C = ? | D = -5% | E = -6% | F = ?
CCCCCCCCCCCCCCCCn1cc[n+](CC(C)=O)c1
  A = 3% | B = ? | C = 3% | D = -4% | E = 7% | F = 21%
Cc1nc(-c2ccccc2)nc2[nH]ccc(=O)c12
  A = -2% | B = 12% | C = . | D = -19% | E = -15% | F = 13%
COc1ccc(S(=O)(=O)/N=C2/C=CC(=O)C(C)=C2C)cc1
  A = ? | B = 13µM* | C = ? | D = -15% | E = ? | F = ?
Nc1cc(=O)[nH]c(SCC(=O)N2CCN(S(=O)(=O)c3ccc4ccccc4c3)CC2)n1
  A = 3% | B = 9% | C = 10% | D = 2% | E = 1% | F = -16%
O=C(c1cccc(S(=O)(=O)N2CCCC2)c1)N1CCCC(C(F)(F)F)C1 (stereo not given)
  A = . | B = 13% | C = -23% | D = 0% | E = -7% | F = 24%
Cc1ccc(SCCN2C(=O)NC(C)(C)C2=O)cc1
  A = -1% | B = 8% | C = 1% | D = -3% | E = 0% | F = -12%
CS(=O)(=O)c1ccc(Cl)c(NC(=O)CCc2ccccc2)c1
  A = -5% | B = 4% | C = 9% | D = 3% | E = -12% | F = 78%[activator]
CCOC(=O)CCCCC(=O)c1[nH]c(=O)[nH]c1CSc1nc(-c2ccccc2)c(C#N)c(=O)[nH]1
  A = 3% | B = -2%&24% | C = -3% | D = 1% | E = ? | F = 6%
CC(=O)c1cccc(NC(=O)C(C)N(C)CC(=O)Nc2ccc(Cl)cc2)c1 (stereo not given)
  A = 4% | B = 0% | C = -28% | D = 3% | E = 6% | F = ?
CN(CC(=O)N1CCN(c2ccccc2)CC1)S(=O)(=O)c1cnc[nH]1
  A = -5% | B = 3% | C = 10% | D = -4% | E = 6% | F = 31%[activator]
CCN(CC)C(=O)CSc1nc2ccsc2c(=O)n1CCCC(=O)NCCc1ccc(S(N)(=O)=O)cc1
  A = 0%[11.5 µM] | B = 11% | C = 1% | D = -23% | E = 10% | F = 10%
COc1ccc(S(=O)(=O)N2CCOCC2)cc1NC(=O)CCNC(=O)c1ccc([N+](=O)[O-])cc1
  A = . | B = -1% | C = -1% | D = 0% | E = -7% | F = ?
COc1cc(NS(=O)(=O)c2ccc(NS(=O)(=O)c3ccc(C)cc3)cc2)nc(OC)n1
  A = -1% | B = 5% | C = 9% | D = -3% | E = -2% | F = 1.9µM*

# Later entries
# Screens by letter – A = LmPK inhibitor; B = HCV inh; C = Pf growth 48h; D = Tb PYK inh; E = Sm TGR block; F = Pf growth 96h
Cc1ccn2cc(-c3cccc(S(=O)(=O)N4CC(C)OC(C)C4)c3)nc2c1 (stereo not given)
  A = 14% | B = ? | C = ? | D = 7% | E = 4% | F = ?
O=C(NCCCn1ccnc1)c1c(F)cccc1F
  A = -8% | B = 22% | C = 6% | D = 3% | E = -1% | F = -12%
CCc1ccc(Cn2nnc(C(=O)Nc3ccc(OC)cc3OC)c2N)cc1
  A = 1% | B = 0% | C = . | D = -5% | E = 2% | F = 7.4µM*
O=C(C1=C[C@H](c2csc3ccccc23)C[C@H](OCCCCO)O1)N1CCOCC1
  A = 1% | B = 6% | C = -16% | D = -6% | E = ? | F = -18%
C=CCOc1ccc(CNn2cn[nH]c2=S)cc1OCC
  A = -6% | B = -3% | C = 11% | D = ? | E = ? | F = ?
COc1cc(NC(=O)c2noc(C)c2[N+](=O)[O-])c(OC)cc1Cl
  A = 5% | B = ? | C = 12% | D = 1% | E = -21% | F = ?
O=C(COC(=O)c1c2c(nc3ccccc13)CCCCC2)NCc1ccc2c(c1)OCO2
  A = 0% | B = ? | C = -16% | D = 0% | E = 0% | F = 0%
Cc1ccc(SCC(=O)Nc2ccc(-c3nnc(-c4ccco4)o3)cc2)cc1
  A = 2% | B = 11µM* | C = ? | D = -6% | E = 1% | F = 11%
Cc1ccc(Oc2ncnc(N)c2[N+](=O)[O-])cc1C
  A = 2% | B = 2% | C = -8% | D = 1% | E = 0% | F = 47%[activator]
CCOc1c(Br)cc(/C=N\NC(=O)c2ccccc2)cc1OC
  A = 6% | B = ? | C = 5.2µM* | D = 2% | E = -8% | F = 8.3µM*
CCOC(=O)c1ccc(-c2cccc(C(F)(F)F)c2)nc1C
  A = 0% | B = -8% | C = 8% | D = 2% | E = 8% | F = 3%
Cc1ccc(NCc2n[nH]c(=S)n2Cc2ccccc2)cc1Cl
  A = -13% | B = 0% | C = 36%[activator] | D = ? | E = 19% | F = 18%
O=C(c1ccc([N+](=O)[O-])o1)N1CCN(Cc2ccccc2)CC1
  A = -6% | B = -29% | C = ? | D = 8% | E = 0% | F = ?
CC(=O)NCCNc1ccc([N+](=O)[O-])cc1C#N
  A = -4% | B = 16% | C = -24% | D = 1% | E = -1% | F = 2%
CC(CCc1ccccc1)NC(=O)COC(=O)C1=COCCO1 (stereo not given)
  A = 3% | B = 9% | C = 8% | D = 3% | E = 2% | F = ?

# Next section
# Screens by letter – A = LmPK inhibitor; B = HCV inh; C = Pf growth 48h; D = Tb PYK inh; E = Sm TGR block; F = Pf growth 96h
CC(=O)N1CCCN(C(=O)c2cc(COc3c(F)cccc3F)on2)CC1
  A = -4% | B = 7% | C = ? | D = 5% | E = 1% | F = 0%
O=C(NCC1CCOCC1)c1ccc2nc(Cc3cccc(Cl)c3)oc2c1
  A = -7% | B = -12% | C = 38%[activator] | D = 9% | E = -15% | F = 0%
CCOC(=O)c1ccccc1NC(=O)Cn1cnc2c(cnn2C(C)(C)C)c1=O
  A = 4% | B = 3% | C = -17% | D = 4% | E = 0% | F = ?
COC(=O)C1=C(CS(=O)(=O)c2ccc(C)cc2)NC(=O)NC1c1ccc(OC)c(OC)c1 (stereo not given)
  A = 3% | B = 7% | C = 9% | D = 11% | E = -23% | F = 25%
CCOC(=O)c1c(NC(=O)c2noc(C)c2[N+](=O)[O-])sc(C(C)=O)c1C
  A = 1% | B = ? | C = -30% | D = -10% | E = -24% | F = 0%
COc1ccc(OCC(=O)N/N=C/C2CC=CCC2)cc1 (stereo not given)
  A = -4% | B = 5% | C = 4% | D = 2% | E = -45% | F = -15%
Cc1nn(C)c(C(=O)NNC(=S)NCc2ccco2)c1Br
  A = 1% | B = 6% | C = -26% | D = -1% | E = -3% | F = -6%
O=C(O)Cc1csc(NC(=O)CSc2nnnn2-c2ccc(O)cc2)n1
  A = -2% | B = 25% | C = 17% | D = -4% | E = 7% | F = 20%
Cc1ccc(-n2c(CNc3ccc(F)cc3)nnc2SCC(=O)N2CCOCC2)cc1
  A = -5% | B = -1% | C = -28% | D = -8% | E = 3% | F = ?
Cc1ccc(C)c(OCC(=O)N2CCN(Cc3ccc4c(c3)OCO4)CC2)c1
  A = -10% | B = ? | C = 28% | D = -19% | E = 56µM* | F = 4%
COc1ccc(-n2c(O)c(C=Nc3ccccc3)c3ccccc3c2=O)cc1OC
  A = 2% | B = -18% | C = 9% | D = 5% | E = -2% | F = 8%

# Profiles, quoted from the list. Order of screens: LmPK inhibitor | HCV inh | Pf growth 48h | Tb PYK inh | Sm TGR block | Pf growth 96h
# Cc1ccc(-n2c(CNc3ccc(F)cc3)nnc2SCC(=O)N2CCOCC2)cc1 is listed as -5% | -1% | -28% | -8% | 3% | ?
# Cc1ccc(C)c(OCC(=O)N2CCN(Cc3ccc4c(c3)OCO4)CC2)c1 is listed as -10% | ? | 28% | -19% | 56µM* | 4%
# COC(=O)C1=C(CS(=O)(=O)c2ccc(C)cc2)NC(=O)NC1c1ccc(OC)c(OC)c1 (stereo not given) is listed as 3% | 7% | 9% | 11% | -23% | 25%
# O=C(O)Cc1csc(NC(=O)CSc2nnnn2-c2ccc(O)cc2)n1 is listed as -2% | 25% | 17% | -4% | 7% | 20%
# CC(=O)N1CCCN(C(=O)c2cc(COc3c(F)cccc3F)on2)CC1 is listed as -4% | 7% | ? | 5% | 1% | 0%
